Bioassay records: PubChem BioAssay, several laboratories
Mac1 fbg enh: enhancers of human CD11b/CD18 binding to fibrinogen | P05107+P11215 | K562 CD11b/CD18 adhesion to fibrinogen, ATPlite luminescence | activation, % at 10 µM | hit rate 0.07% among 93,000;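 active means 10 µM primary screen giving 50% or more activity, confirmed by 40% or more on retest at that dose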; further: strong numbers were not always called active
ERa SRC1 pot: enhances coactivator binding to human estrogen receptor alpha. P03372. TR-FRET ERalpha-LBD/SRC-Cy5 coactivator binding, 2 h; 100 = basal binding, no effect. coactivator binding (% of control), % at 25.6 µM. hit rate 1.3% among 86,000. AID 639; in the data active means activity above about 200%;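 further: binding measured in presence of low estradiol as agonist stimulus; 0% = peptide alone without receptor and 100% = receptor with peptide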
Smad3 inh: blocks human Smad3 binding to FoxH1 peptide; P84022; TR-FRET Smad3/Dy647-FoxH1 peptide binding, europium anti-His; inhibition, % at 25 µM; hit rate 0.29% among 88,000;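 active means compounds that reduce the energy-transfer binding signal between the protein and its labelled peptide by more than half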;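 further: 0% = Smad3 plus labelled peptide maximal FRET and 100% = peptide-only background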
Target sequence (P84022 whole entry, looked up): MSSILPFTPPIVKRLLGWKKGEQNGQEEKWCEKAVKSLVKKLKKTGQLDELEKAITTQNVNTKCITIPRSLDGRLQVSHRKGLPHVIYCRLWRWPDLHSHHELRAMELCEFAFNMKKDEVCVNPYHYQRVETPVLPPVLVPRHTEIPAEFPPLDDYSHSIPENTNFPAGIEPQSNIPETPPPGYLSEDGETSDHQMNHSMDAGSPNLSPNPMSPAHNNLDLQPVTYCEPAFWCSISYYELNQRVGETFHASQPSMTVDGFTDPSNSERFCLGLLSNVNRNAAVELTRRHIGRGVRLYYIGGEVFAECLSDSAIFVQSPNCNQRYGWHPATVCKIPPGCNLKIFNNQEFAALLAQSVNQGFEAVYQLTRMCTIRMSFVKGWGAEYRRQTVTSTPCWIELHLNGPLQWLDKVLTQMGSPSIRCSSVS
ERb SRC1 inh: blocks coactivator binding to human estrogen receptor beta. Q92731. TR-FRET ER-beta LBD / SRC1-Cy5 peptide binding; receptor agonist-loaded with 1 µM estradiol. inhibition, % at 25.6 µM. hit rate 1.3% among 86,000;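 active means compounds whose percent inhibition of the receptor-coactivator binding signal exceeds about 50% in the single-dose screen, limit read from the data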;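 further: 0% = receptor plus peptide wells without compound and 100% = peptide-only wells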
Target sequence (Q92731 whole entry, looked up, the tested form may be a part): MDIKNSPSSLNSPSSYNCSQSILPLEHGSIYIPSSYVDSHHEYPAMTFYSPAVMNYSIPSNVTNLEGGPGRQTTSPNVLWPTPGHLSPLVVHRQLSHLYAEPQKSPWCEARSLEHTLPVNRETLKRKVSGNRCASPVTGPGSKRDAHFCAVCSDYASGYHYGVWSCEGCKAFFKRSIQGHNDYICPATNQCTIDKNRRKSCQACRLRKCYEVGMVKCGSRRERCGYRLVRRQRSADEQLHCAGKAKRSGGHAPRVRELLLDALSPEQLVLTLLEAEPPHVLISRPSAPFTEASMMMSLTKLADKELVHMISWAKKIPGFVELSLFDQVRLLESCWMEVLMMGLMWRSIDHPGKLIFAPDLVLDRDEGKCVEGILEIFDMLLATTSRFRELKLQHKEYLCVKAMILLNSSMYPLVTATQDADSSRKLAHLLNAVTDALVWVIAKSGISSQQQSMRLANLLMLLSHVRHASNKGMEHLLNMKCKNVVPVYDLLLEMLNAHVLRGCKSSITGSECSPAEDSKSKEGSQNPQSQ
ERa SRC1 inh: blocks coactivator binding to human estrogen receptor alpha; hit rate 1.7% among 86,000; inhibition, % at 25.6 µM; AID 629; P03372; TR-FRET ER-alpha LBD / SRC-1 peptide, estradiol-bound; in the data active means inhibition above about 50%;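 further: 0% = receptor plus peptide control and 100% = peptide only without receptor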
HUVEC inhibit: blocks proliferation of human endothelial cells; HUVEC proliferation, CellTiter-Glo luminescence, 72 h; stronger effect = lower value; viability, % at 10 µM (by protocol); hit rate 1.1% among 86,000;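 active means viability at or below 30%; inactive means viability above 30%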;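 further: 100% = median luminescence of DMSO-only cell control wells on each plate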
H69AR inhibit: blocks growth of human H69AR lung tumor cells; H69AR lung tumor viability, ATP luminescence, 72 h; stronger effect = lower value; viability, % at 10 µM; hit rate 6% among 85,000; AID 598;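 active means viability at or below 40%; inactive means viability above 40%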;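 further: multidrug resistant small cell line overexpressing MRP-1 efflux transporter; 100% = mean luminescence of untreated control wells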
Lung fibro prol: blocks proliferation of human lung fibroblasts; viability, % at 10 µM; hit rate 1.1% among 85,000; LL 47 human lung fibroblast viability, ATP luminescence; stronger effect = lower value;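 active means viability at or below 50% in the single dose screen; inactive means viability above 50%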;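 further: compound exposure lasted 72 h before the ATP readout; 100% = median luminescence of untreated cell-only wells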
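Assay system: human lung fibroblast line LL 47, low passage. Input: 1,150 fibroblasts seeded per well. Times: overnight cell rest, 72 h compound treatment at 37 °C. Evaluation: % viability of median cell-only signal. Technique: luminescent ATP detection, CellTiter-Glo. Control set: cell-only wells, no compound.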
MT1-MMP txn act: activates MT1-MMP transcription | HT1080 MT1-MMP promoter luciferase reporter, luminescence, overnight; stronger effect = higher value | activation factor at 10 µM | hit rate 0.16% among 86,000;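 active means activation factor of at least 2 for MT1-MMP transcription at 10 µM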
Active calls of the source: *; . = not tested or not shown; [ ] = remark or other dose. Not all compounds are listed; the hit share may differ from the screen's.

molecule,Mac1 fbg enh,ERa SRC1 pot,Smad3 inh,ERb SRC1 inh,ERa SRC1 inh,HUVEC inhibit,H69AR inhibit,Lung fibro prol,MT1-MMP txn act
CN(CC(=O)N1CCc2ccccc2C1)S(=O)(=O)c1ccc2c(c1)c(=O)n(C)c(=O)n2C,-2,106[fluorescence artefact?],-4,-4,-1,92,75,93,1
O=C(OCCCN=C1NS(=O)(=O)c2ccccc21)c1ccc(F)cc1,-2,113,3,-1,-4,97,93,104,1.1
CCC(=O)Oc1ccc(C(=O)Nc2ccc3c(c2)C(=O)N(C2CCCCC2)C3=O)cc1,-1,92,-2,31,16,55,5.3*,93,.
O=C(Cc1ccc(Br)cc1)OCC(=O)c1ccc2c(c1)OCCO2,.,99,4,11,0,111,95,97,1.2
CCN(CC)C(=O)c1ccc2c(c1)N(Cc1ccccc1)C(=O)CS2=O (centres undefined),-1,111,-1,-7,-5,102,94,102,1.1
O=C1CCCN1c1cc(Cl)ccc1Cl,0,109,-2,-8,-7,106,86,95,1.1
COc1cc(C(=O)Nc2ccc(N(C)C)cc2)cc(OC)c1OC,-4,108[fluorescence artefact?],-7,21[fluorescence artefact?],5[fluorescence artefact?],81,33*,97,1.6
CCc1ccc(C(=O)Nc2ccc(S(=O)(=O)Nc3nc(C)cc(C)n3)cc2)o1,-3,93,-15,24[fluorescence artefact?],-9[fluorescence artefact?],100,104,102,1
O=C(OCN1C(=O)c2ccccc2C1=O)c1ccccc1,1,103,10,2,4,90,69,88,1.2
O=C(Nc1cccc(F)c1)C1CCCN1S(=O)(=O)c1cccc2cccnc12 (centres undefined),5,116,-2,-7,-5,104,92,97,1.1
Cc1cc(NC(=O)CCC(=O)N(CC(=O)NC2CCCC2)Cc2ccco2)no1,9,96,4,19,0,88,103,100,1.5
OCC1CCCN(Cc2ccc(-c3ccccc3)cc2)C1 (centres undefined),.,103,15,1,-9,93,90,99,1.1
O=C(CN1C(=O)NC2(CCCc3ccccc32)C1=O)N1CCN(C(=O)c2ccco2)CC1 (centres undefined),-2,129,10,4[fluorescence artefact?],5[fluorescence artefact?],95,100,94,1.1
O=C(c1c(Cl)cccc1Cl)N1CCN(c2ccccn2)CC1,1,104,-4,2[fluorescence artefact?],3,99,84,102,0.9
Cc1cc2ccc(C)c(C)c2nc1SCC#N,2,112,-6,0[fluorescence artefact?],5[fluorescence artefact?],100,94,91,1.1
CC1(c2ccc3noc(-c4ccc(Cl)cc4)c3c2)OCCO1,0,87,-6,15[fluorescence artefact?],14,115,93,97,1
COc1ccc(Cc2nnc3c4cnn(C)c4ncn23)cc1,-5,115,4,-21,-17,91,95,102,1
CCC(NC(=O)OC(C)(C)C)C(=O)Oc1ccc2c3c(c(=O)oc2c1)CCC3 (centres undefined),2,101,15,1,3,102,90,100,1
CNc1nc(C(=O)O)nc(N2CCOCC2)n1,.,90,-4,-29,-21,89,88,91,1.3
COc1ccccc1-c1cc(C(=O)NCc2ccc(Cl)cc2)no1,.,89,-5,31,29,85,86,113,1.1
Cc1occc1-c1nnc(SCC(=O)N2CCOCC2)n1CCc1ccccc1,-2,106,-5,4,-10,91,96,93,1
O=c1c2c(nc3c(-c4ccc(Cl)cc4)c[nH]n13)CCCC2,4,67[fluorescence artefact?],1,30[fluorescence artefact?],25,58,20*,60,1.2
O=C(NCCc1ccccc1)/C(=N\O)c1ccccc1,-6,113,-7,-9,-4,86,80,103,1.8
CCn1c(=O)cc(SCC(=O)NCc2ccc(C)o2)c2ccccc21,-2,92[fluorescence artefact?],2,-3,-1,60,101,83,1
CC(=O)Nc1ccccc1Sc1ccccc1,-2,111,-6,-2,2,89,91,105,1
Cc1cccc(-n2c(SCC(=O)NCc3ccco3)nnc2-c2ccco2)c1,.,98,12[fluorescence artefact?],23[fluorescence artefact?],25[fluorescence artefact?],85,81,97,1.1
O=c1c2cc(N3CCOCC3)ccc2[nH]c(=S)n1Cc1ccc(Cl)cc1,4,118,2,11,13,53,76,78,1.4
O=C(Cc1ccccc1)N1CCC(O)(c2cccnc2)CC1,-5,123,33,-10,-6,100,90,96,.
CC(=O)N1CCN(Cc2nc3cc(NC(=O)Cn4nc(C)c5ccccc5c4=O)ccc3n2C)CC1,-2,116,11,-7,-7,96,95,100,.
Brc1cccc(-c2nnc3n2CCC3)c1,-2,105,7,-5,-11,97,99,94,1.1
CC(=O)c1ccc(NC(=O)c2cnn3ccccc23)cc1,1,93[fluorescence artefact?],1,2,1,90,82,96,.
Cc1ccc(C(=O)C(C)OC(=O)C2CC(=O)N(C3CCCCC3)C2)cc1 (centres undefined),.,108,7,-28,-41,98,98,102,1
O=C(COc1ccc(Cl)cc1Cl)Nc1ccc2nc3n(c(=O)c2c1)CCCC3,-1,162[fluorescence artefact?],-4[fluorescence artefact?],12,22[fluorescence artefact?],66,71,106,1.1
O=C(COC(=O)C1CCC1)NCc1ccccc1Cl,-5,122[fluorescence artefact?],1,-1[fluorescence artefact?],-3,102,102,.,1
CC12CN3CC(C)(CN(C1)C3c1cc3ccccc3[nH]1)C2=O (centres undefined),1,119,-8,-29[fluorescence artefact?],-23,93,73,99,1.1
COc1ccc(CN2CC(C(=O)NCCN3CCN(c4ccccc4F)CC3)CC2=O)cc1 (centres undefined),-2,116,-13,-2,-6,102,86,100,.
CCCNC(=O)CN(C)S(=O)(=O)c1c(C)cc(C)cc1C,.,91,8,-6,-2,90,89,103,1.1
COC(=O)c1ccc(NS(=O)(=O)N(C)C)cc1,-3,99,-3,1,8,97,93,90,1.3
Cc1ccc(NCc2nc3ccccc3n2C)cc1,2,94,-1,-7,-9,103,85,92,0.8
CCC(C(=O)NC1CCCC1)N(C(=O)Cn1nnc(-c2ccc(C)o2)n1)c1cnc2ccccc2c1 (centres undefined),0,129,0,4,6,97,5.0*,86,1.2
COc1ccccc1-c1nnc(N(C)C(=O)C2CCCO2)s1 (centres undefined),-5,90[fluorescence artefact?],-9,16,13[fluorescence artefact?],91,90,101,1
CCCOC(=O)C1=C(C)NC2=C(C(=O)CCC2)C1c1cc(OC)ccc1OC (centres undefined),-2,95,-20,9[fluorescence artefact?],5,93,85,95,1.1
CCc1ccc(Nc2ncc3c(n2)CC(c2ccc(OC)cc2)CC3=O)cc1 (centres undefined),.,185[fluorescence artefact?],-6,0[fluorescence artefact?],8[fluorescence artefact?],75,68,87,1.2
Clc1ccc2nc(SCc3nnc(-c4ccccc4)o3)[nH]c2c1,-2,89,2,1[fluorescence artefact?],11,84,101,102,0.9
CCOC(=O)c1cc2c(=O)n3ccccc3nc2n(CC(C)C)c1=NC(=O)c1ccco1,2,86,1,8,8,89,54,98,.
CC(C)(C)c1ccc(CN2C3=NCCCN3c3ccccc32)cc1,.,113,3[fluorescence artefact?],-2,2,61,15*,76,1.5
CC(C)C1Oc2ccccc2N(CC(=O)NCCCN2C(C)CCCC2C)C1=O (centres undefined),8,131,-3,-3,-8,83,96,95,1.1
CCCC(=O)Nc1nc2ccc(OC)cc2s1,-4,104,-10,-8,-12,98,90,103,1.4
O=C(Nc1cc(Cl)ccc1O)C1CCCO1 (centres undefined),-1,99,-11,-17,-27,85,64,109,1.1
O=C(OCc1cc2ccccc2[nH]c1=O)c1ccccc1,0,103,6,-17,-30,86,109,101,1.3

Next part.
molecule,Mac1 fbg enh,ERa SRC1 pot,Smad3 inh,ERb SRC1 inh,ERa SRC1 inh,HUVEC inhibit,H69AR inhibit,Lung fibro prol,MT1-MMP txn act
O=C(CCCCCN1C(=O)CCC1=O)Nc1ccc2c(c1)OCO2,2,96,4[fluorescence artefact?],8,5,89,79,90,1.2
COc1ccccc1N(CC(=O)Nc1c(C)cccc1C)S(C)(=O)=O,-2,109,1,11[fluorescence artefact?],12,98,104,101,.
Cc1cc(C)c(OCC(=O)Nc2ccccc2N2CCOCC2)c(C)c1,-4,87,4,-5[fluorescence artefact?],-6,106,78,74,1
O=C(CSc1nnc(CNc2ccc(Cl)cc2)o1)Nc1nc2c(s1)CCCC2,0,115,10,23[fluorescence artefact?],4[fluorescence artefact?],74,44,97,1.2
O=C(Nc1ccc(NC(=O)c2ccco2)nc1)c1cccnc1,.,99,3,2,0,94,79,105,1.2
CCOc1cc(C2c3c(oc4cc(C)c(Cl)cc4c3=O)C(=O)N2Cc2ccco2)ccc1O (centres undefined),0,106[fluorescence artefact?],1,46[fluorescence artefact?],84*[fluorescence artefact?],41,3.1*,53,0.9
CN(C)CC(O)COc1ccc(-c2ccc(C#N)cc2)cc1 (centres undefined),-4,97,9,1,-2,104,86,93,.
CCOc1ccc(C(CC(=O)O)NC(=O)c2ccco2)cc1OC (centres undefined),-1,113[fluorescence artefact?],3,1,-3,89,98,100,0.9
Cc1cc(Cl)ccc1OCCCC(=O)N1CCCCC1,0,108[fluorescence artefact?],9,-26,-2,107,103,108,1.6
O=C(CCCC(=O)N1CCCc2ccccc21)N1CCCc2ccccc21,0,101,2,1[fluorescence artefact?],2,91,89,83,1
c1ccc(-n2ncc3c(NCc4ccccn4)ncnc32)cc1,6,94,9,-34,-33,110,92,92,1.5
CCN(CC)c1ccc(-c2c(C#N)c(N)nc(OC)c2C#N)cc1,0,213*[fluorescence artefact?],8,26[fluorescence artefact?],21[fluorescence artefact?],63,91,83,0.9
Cc1ccc(NC(=O)C2C(=O)N(CCO)C3(C)CC2c2ccccc2O3)cc1 (centres undefined),.,104[fluorescence artefact?],7,2,3,94,95,95,1.5
COc1ccccc1NC(=O)N(Cc1ccco1)Cc1cc2cccc(C)c2[nH]c1=O,-2,103,-2,0,-5,87,79,100,1.2
Nc1nnc(SCCOc2ccc(Br)cc2)s1,-2,98,-1,-6,0,88,79,99,1.2
COc1cccc(-c2[nH]nc3c2C(c2ccc(C)o2)C(C#N)=C(N)O3)c1 (centres undefined),.,84,-1,4,10,95,85,102,1.1
O=C(CSc1nnc(-c2cccnc2)n1Cc1ccco1)NCc1ccc2c(c1)OCO2,-4,93,3,1,-3,101,94,102,1.1
CCN1CCN(C(=O)c2oc(=O)c3ccccc3c2-c2ccc(C)cc2)CC1,6,115,-2,-10,0,108,90,99,1
O=C(Cn1nnc2ccccc21)OCC(=O)c1ccc(Cl)c(Cl)c1,.,103,5,-11,-8,92,98,97,1.4
CC1CCc2cc(F)ccc2N1C(=O)CSc1nnc(-c2cccs2)n1C (centres undefined),-10,75[fluorescence artefact?],-19,12[fluorescence artefact?],3,101,91,113,1.1
CCc1nc(N2CCCC2C(=O)O)c2oc3ccccc3c2n1 (centres undefined),-3,116,-7,0,-5,96,69,100,1.1
COC(=O)[C@H](C)NC(=O)Nc1cc(OC)ccc1OC,5,98,6,7,0,91,69,98,1
N=c1c2c(-c3ccccc3)c(-c3ccccc3)n(Cc3ccccc3)c2ncn1CCCn1ccnc1,.,77,-4,3,9,2.3*,-0.2*,2.4*,0.9
NS(=O)(=O)c1ccc(NC(=O)CN2CCCCC2)cc1,-1,118,6,1[fluorescence artefact?],-1,90,101,99,1
